Assay outcomes: PubChem, several laboratories
PRMT1 inh = PRMT1 (human) inhibition, primary screen; actives 1.3% (n = 370,000); inhibition, % at 2.79 µM; Q99873; recombinant PRMT1, activity-based probe fluorescence polarization;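 active = inhibition above about 21% made by adding two undisclosed values, limit read from the data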
rCAG RNA binder = binds r(CAG) RNA repeats | actives 1.3% (n = 370,000) | r(CAG) RNA repeat, TO-PRO-1 dye displacement fluorescence | inhibition, % at 3 µM;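 active = inhibition above the plate cutoff, the mean of all test compounds on that plate plus 3 SD, cut at about 35% in these data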;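 also: 0% = DMSO alone and 100% = 100 µM mitoxantrone as full dye displacement; higher means more dye released from RNA so lower well fluorescence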
HTRA1 inh = inhibitors of human serine peptidase HTRA1; Q92743; inhibition, % at 5.96 µM; actives 0.5% (n = 340,000); recombinant HTRA1, FP-rhodamine activity-based probe, fluorescence polarization; AID 504803; in the data active = inhibition above about 36%;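 also: 0% = enzyme with DMSO and 100% = wells lacking enzyme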
LEDGF integ inh = blocks HIV-1 LEDGF/p75-dependent DNA integration | TR-FRET IN-LEDGF/p75 DNA integration, Eu/Cy5 | inhibition, % at 3.7 µM | actives 0.64% (n = 370,000);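 active = inhibition above the screen-wide mean plus 3 SD, cut at about 13% in these data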;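 also: signal is the Cy5 over europium emission ratio at 671 and 618 nm; 0% = plate median of compound wells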
Rev-erbA mod = modulators of human Rev-erb alpha DNA binding; P20393; Rev-erbα–FITC-DNA binding, fluorescence polarization, 90 min; activity, % at 10 µM; actives 0.79% (n = 370,000); AID 1259318;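 active = activity above about 14%, limit read from the data; passing the limit was not always enough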;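 also: 0% = DMSO wells with 35 nM protein and 100% = DMSO wells with 750 nM protein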
TCR-CD3 inh = human TCR-CD3 binding inhibition. inhibition, % at 9.4 µM. TAMRA-labeled TCR probe fluorescence, biochemical. actives 0.37% (n = 360,000); in the data active = inhibition above about 19%;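 also: recombinant mutant TCR 2C K166C tagged with TAMRA read by polarization; 0% = receptor in buffer alone and 100% = receptor with positive control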
ABHD4 inh = inhibits mouse alpha/beta hydrolase domain 4. purified mABHD4, FP-Rh probe fluorescence polarization. inhibition, % at 8.92 µM. Q8VD66. actives 0.54% (n = 370,000). AID 720543;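 active = inhibition exceeding the mean over every tested compound plus 3 SD, cut at about 30% in these data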;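 also: 0% = plate median of compound wells and 100% = S159A mutant with DMSO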
Target sequence (Q8VD66 whole entry, looked up, the tested form may be a part): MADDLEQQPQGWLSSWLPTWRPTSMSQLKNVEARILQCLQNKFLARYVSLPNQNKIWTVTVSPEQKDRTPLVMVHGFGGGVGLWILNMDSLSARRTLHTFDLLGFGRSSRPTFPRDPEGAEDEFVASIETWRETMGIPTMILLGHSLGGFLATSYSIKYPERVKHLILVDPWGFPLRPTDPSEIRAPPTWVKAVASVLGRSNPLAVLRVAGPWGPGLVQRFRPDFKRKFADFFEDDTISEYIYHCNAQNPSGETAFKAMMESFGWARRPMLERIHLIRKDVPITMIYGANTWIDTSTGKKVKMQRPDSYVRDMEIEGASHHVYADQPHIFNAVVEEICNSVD
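Material: mouse ABHD4 enzyme, wild type; Benchmarks: S159A mutant high control, sample median low control; Buffer or medium: HEPES pH 7.0, NaCl, Pluronic buffer; Signal: fluorescence polarization; Read-out: percent inhibition of probe binding, normalized to plate controls; Timing: pre-incubation 45 min, probe exposure 60 min, at 25 °C; Dosing: 8.92 µM, single dose.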
MBD2 DNA inh = inhibitors of human MBD2 binding to methylated oligonucleotide | Q9UBB5 | actives 0.31% (n = 370,000) | TR-FRET | inhibition, % at 4.4 µM; in the data active = inhibition above about 13%
UHRF1 MBD2 ctr = UHRF1 methyl-DNA binding inhibition; AID 687016; UHRF1 binding to methylated oligo, TR-FRET; actives 0.75% (n = 370,000); Q96T88; inhibition, % at 4.4 µM; in the data active = inhibition above about 21%;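 also: UHRF1 SRA domain binding a hemimethylated CpG hairpin DNA probe; 0% = median of test compound wells and 100% = reference inhibitor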
Target sequence (Q96T88 whole entry, looked up, the tested form may be a part): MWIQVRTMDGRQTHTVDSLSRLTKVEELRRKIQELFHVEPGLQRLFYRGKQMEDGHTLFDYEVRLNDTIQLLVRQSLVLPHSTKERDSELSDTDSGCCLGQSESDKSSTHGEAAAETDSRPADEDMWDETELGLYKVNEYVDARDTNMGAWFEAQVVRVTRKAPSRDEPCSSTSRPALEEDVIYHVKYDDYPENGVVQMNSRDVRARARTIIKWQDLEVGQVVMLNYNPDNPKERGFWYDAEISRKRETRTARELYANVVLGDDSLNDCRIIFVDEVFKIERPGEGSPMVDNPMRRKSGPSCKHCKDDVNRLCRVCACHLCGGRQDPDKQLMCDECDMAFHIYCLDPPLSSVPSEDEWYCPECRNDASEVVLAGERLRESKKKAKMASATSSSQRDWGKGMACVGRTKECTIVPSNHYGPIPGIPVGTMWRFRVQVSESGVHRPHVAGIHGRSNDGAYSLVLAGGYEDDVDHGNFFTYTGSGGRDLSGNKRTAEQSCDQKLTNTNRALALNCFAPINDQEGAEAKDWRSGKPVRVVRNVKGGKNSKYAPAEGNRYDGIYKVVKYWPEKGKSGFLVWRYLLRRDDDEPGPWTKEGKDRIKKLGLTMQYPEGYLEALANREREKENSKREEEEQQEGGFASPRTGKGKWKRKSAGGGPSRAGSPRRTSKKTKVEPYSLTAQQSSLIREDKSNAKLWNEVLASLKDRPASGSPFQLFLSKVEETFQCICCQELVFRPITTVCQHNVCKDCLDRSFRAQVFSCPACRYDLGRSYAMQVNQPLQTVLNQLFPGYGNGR
PG9 Ab binder = small molecules binding HIV-1 gp120 antibody PG9 | inhibition, % at 6.7 µM | AID 624416 | TR-FRET gp120-PG9 antibody binding | actives 0.43% (n = 360,000); in the data active = inhibition above about 8.5%
* marks the source's active call; other numbers are inactive results. An excerpt (hit frequency here may not be typical).

Screening Cc1cc(SCC(=O)NC2CCCCC2)nc2ccccc12 returned PRMT1 inh -2, rCAG RNA binder -2, HTRA1 inh -14, LEDGF integ inh 1, Rev-erbA mod 9, TCR-CD3 inh 1, ABHD4 inh -1, MBD2 DNA inh 0, UHRF1 MBD2 ctr -1 and PG9 Ab binder 18*.
COC(=O)/C(C#N)=C/c1ccc(N2CCOCC2)c([N+](=O)[O-])c1 was read as PRMT1 inh 2, rCAG RNA binder -1, HTRA1 inh 8, LEDGF integ inh 0, Rev-erbA mod 9, TCR-CD3 inh -2, ABHD4 inh 0, MBD2 DNA inh -2, UHRF1 MBD2 ctr -1 and PG9 Ab binder -0.8.
`CCCCn1c(N)c(N(CCOC)C(=O)c2ccc(Br)s2)c(=O)[nH]c1=O` gave PRMT1 inh 2, rCAG RNA binder 0, HTRA1 inh 5, LEDGF integ inh 1, Rev-erbA mod 4, TCR-CD3 inh 7, ABHD4 inh -2, MBD2 DNA inh 0, UHRF1 MBD2 ctr -3 and PG9 Ab binder -1.4.
For Cc1cc(NC(=O)CSCC(=O)Nc2cc(Cl)ccc2N2CCN(C)CC2)no1 the results were PRMT1 inh 5, rCAG RNA binder 0, HTRA1 inh 2, LEDGF integ inh -4, Rev-erbA mod 0, TCR-CD3 inh -2, ABHD4 inh 8, MBD2 DNA inh 0, UHRF1 MBD2 ctr 28* and PG9 Ab binder 1.1.
CC(=O)NC1(C(F)(F)F)NC(=O)N(c2ccc(F)cc2)C1=O (stereo not given) was read as PRMT1 inh -2, rCAG RNA binder -2, HTRA1 inh 3, LEDGF integ inh 4, Rev-erbA mod 1, TCR-CD3 inh -5, ABHD4 inh -4, MBD2 DNA inh 4, UHRF1 MBD2 ctr 0 and PG9 Ab binder 2.1.
`Cc1ccsc1/C=N/NC(=O)c1ccc2ccccc2c1` gave PRMT1 inh 0, rCAG RNA binder 2, HTRA1 inh -5, LEDGF integ inh 0, Rev-erbA mod 6, TCR-CD3 inh -1, ABHD4 inh -21, MBD2 DNA inh -6, UHRF1 MBD2 ctr -6 and PG9 Ab binder -1.4.
For Cc1ccc(CN2CC(C(=O)Nc3ccc(S(=O)(=O)N4CCCCC4)cc3)CC2=O)cc1 (stereo not given) the results were PRMT1 inh 1, rCAG RNA binder 5, HTRA1 inh -21, LEDGF integ inh 1, Rev-erbA mod -3, TCR-CD3 inh -4, ABHD4 inh -12, MBD2 DNA inh 9, UHRF1 MBD2 ctr 2 and PG9 Ab binder -0.4.
Screening CC1=C(C)C(c2ccccc2)NC(=S)N1 (stereo not given) returned PRMT1 inh 5, rCAG RNA binder -1, HTRA1 inh 6, LEDGF integ inh -1, Rev-erbA mod 0, TCR-CD3 inh -8, ABHD4 inh 4, MBD2 DNA inh 3, UHRF1 MBD2 ctr 2 and PG9 Ab binder 0.1.
For Cc1cc(=O)[nH]c(NCCO)n1 the results were PRMT1 inh 1, rCAG RNA binder -2, HTRA1 inh -1, LEDGF integ inh -1, Rev-erbA mod 0, TCR-CD3 inh 5, ABHD4 inh -1, MBD2 DNA inh -1, UHRF1 MBD2 ctr -1 and PG9 Ab binder -0.6.
For CCOc1ccc(N=C2NC(=O)S/C2=C\c2ccc(OC)cc2)cc1 the results were PRMT1 inh 1, rCAG RNA binder 3, HTRA1 inh 4, LEDGF integ inh 0, Rev-erbA mod -13, TCR-CD3 inh 2, ABHD4 inh 0, MBD2 DNA inh -1, UHRF1 MBD2 ctr -2 and PG9 Ab binder 0.2.
For COC(=O)c1ccc2nc(-c3ccc(OC)c(OC)c3)c(Cc3ccccc3OC)n2c1 the results were PRMT1 inh 2, rCAG RNA binder 9, LEDGF integ inh -4, Rev-erbA mod 1, TCR-CD3 inh 0, ABHD4 inh 1, MBD2 DNA inh 8, UHRF1 MBD2 ctr 23* and PG9 Ab binder -1.6.
COc1ccc(N(C(=O)c2cnccn2)C(C(=O)NCc2ccccc2)c2ccc(O)cc2)cc1 (stereo not given) was read as PRMT1 inh 2, rCAG RNA binder -1, HTRA1 inh -7, LEDGF integ inh -2, Rev-erbA mod -1, TCR-CD3 inh -2, ABHD4 inh 3, MBD2 DNA inh 1, UHRF1 MBD2 ctr 3 and PG9 Ab binder 0.0.
CC(C)c1ccc(NC(=O)c2cc(S(=O)(=O)N3CCCCC3)c[nH]2)cc1 was read as PRMT1 inh -7, rCAG RNA binder 3, HTRA1 inh 1, LEDGF integ inh 3, Rev-erbA mod 1, TCR-CD3 inh 6, ABHD4 inh -5, MBD2 DNA inh 0, UHRF1 MBD2 ctr -1 and PG9 Ab binder -0.4.
For COc1cccc(-n2nnc3c(=O)n(CC(=O)N4CCC(Cc5ccccc5)CC4)cnc32)c1 the results were PRMT1 inh 2, rCAG RNA binder 3, HTRA1 inh -4, LEDGF integ inh 1, Rev-erbA mod 2, TCR-CD3 inh -7, ABHD4 inh 0, MBD2 DNA inh -1, UHRF1 MBD2 ctr 2 and PG9 Ab binder -0.2.
For CCc1ccc(NC(=O)C2CCCN2C(=O)NC2CCCCC2)cc1 (stereo not given) the results were PRMT1 inh -2, rCAG RNA binder -3, HTRA1 inh 4, LEDGF integ inh -3, Rev-erbA mod 0, TCR-CD3 inh 5, ABHD4 inh 3, MBD2 DNA inh 1, UHRF1 MBD2 ctr -1 and PG9 Ab binder -0.7.
For CC(=O)c1cc2c(s1)-c1cc(F)ccc1OC2 the results were PRMT1 inh -1, rCAG RNA binder 3, HTRA1 inh -7, LEDGF integ inh 1, Rev-erbA mod 4, TCR-CD3 inh 6, ABHD4 inh 6, MBD2 DNA inh -1, UHRF1 MBD2 ctr -1 and PG9 Ab binder 2.2.
Cc1ccc(S(C)=O)cc1-n1c(=O)n(Cc2ccccc2)c(=O)c2[nH]cnc21 (stereo not given) was read as PRMT1 inh -7, rCAG RNA binder -3, HTRA1 inh -4, LEDGF integ inh 3, Rev-erbA mod -1, TCR-CD3 inh 0, ABHD4 inh -5, MBD2 DNA inh 1, UHRF1 MBD2 ctr 3 and PG9 Ab binder 0.1.
`O=C(COC(=O)c1ccc(S(=O)(=O)N2CCCC2)cc1)NCc1ccccc1` gave PRMT1 inh -1, rCAG RNA binder 2, HTRA1 inh -1, LEDGF integ inh 0, Rev-erbA mod -7, TCR-CD3 inh 3, ABHD4 inh -6, MBD2 DNA inh 4, UHRF1 MBD2 ctr -1 and PG9 Ab binder 1.5.
`c1ccc(CSc2nnc3ccc(-c4ccco4)nn23)nc1` gave PRMT1 inh -1, rCAG RNA binder 4, HTRA1 inh 3, LEDGF integ inh -2, Rev-erbA mod 3, TCR-CD3 inh 6, ABHD4 inh -3, MBD2 DNA inh -1, UHRF1 MBD2 ctr 0 and PG9 Ab binder -2.1.
Screening Cc1ccccc1Cn1cc(COC(=O)Nc2ccc(F)cc2)nn1 returned PRMT1 inh 2, rCAG RNA binder 9, LEDGF integ inh -1, Rev-erbA mod 1, ABHD4 inh -1, MBD2 DNA inh 0 and UHRF1 MBD2 ctr 4.
`COC(=O)c1ccc(COc2c(F)c(F)cc(F)c2F)o1` gave PRMT1 inh 0, rCAG RNA binder 2, HTRA1 inh 6, LEDGF integ inh -2, Rev-erbA mod -4, TCR-CD3 inh -1, ABHD4 inh -1, MBD2 DNA inh 4, UHRF1 MBD2 ctr 3 and PG9 Ab binder -0.3.
Screening O=C(Nc1ccsc1C(=O)N1CCCCCC1)c1ccccc1 returned PRMT1 inh 1, rCAG RNA binder -1, HTRA1 inh -6, LEDGF integ inh 5, Rev-erbA mod -2, TCR-CD3 inh 9, ABHD4 inh 1, MBD2 DNA inh -6, UHRF1 MBD2 ctr 1 and PG9 Ab binder -0.7.
Screening CCOCCCNC(=O)Cc1ccc(F)cc1 returned PRMT1 inh 0, rCAG RNA binder -2, LEDGF integ inh 0, Rev-erbA mod 0, TCR-CD3 inh -2, ABHD4 inh 5, MBD2 DNA inh -2, UHRF1 MBD2 ctr 1 and PG9 Ab binder -0.6.
`Cc1cc(C(=O)NN=C2CCCCC2)c2ccccc2n1` gave PRMT1 inh 2, rCAG RNA binder 0, HTRA1 inh 9, LEDGF integ inh 2, Rev-erbA mod -3, TCR-CD3 inh -2, ABHD4 inh -8, MBD2 DNA inh 2, UHRF1 MBD2 ctr 6 and PG9 Ab binder 1.6.
For Cc1nc(NC(=O)c2cc3c(C)nn(-c4ccccc4)c3s2)sc1C(=O)Nc1ccccc1 the results were PRMT1 inh 0, rCAG RNA binder 3, HTRA1 inh -10, LEDGF integ inh 0, Rev-erbA mod 14, TCR-CD3 inh 0, ABHD4 inh 6, MBD2 DNA inh -3, UHRF1 MBD2 ctr -3 and PG9 Ab binder -1.8.
Screening O=C(CCc1ccccc1)NNC(=S)NC(=O)c1ccccc1 returned PRMT1 inh 3, rCAG RNA binder 2, HTRA1 inh 1, LEDGF integ inh -5, Rev-erbA mod -2, TCR-CD3 inh 16, ABHD4 inh 4, MBD2 DNA inh -6, UHRF1 MBD2 ctr -3 and PG9 Ab binder 0.6.
For COc1ccc(Cc2noc(CN(C)CC3(N4CCOCC4)CCCCC3)n2)cc1OC the results were PRMT1 inh -3, rCAG RNA binder -8, HTRA1 inh 4, LEDGF integ inh -5, Rev-erbA mod 0, TCR-CD3 inh -3, ABHD4 inh 4, MBD2 DNA inh 0, UHRF1 MBD2 ctr 2 and PG9 Ab binder 0.2.
Clc1ccc(-c2cc(COc3ccccc3)on2)cc1 was read as PRMT1 inh -4, rCAG RNA binder -2, HTRA1 inh -10, LEDGF integ inh -1, Rev-erbA mod 4, TCR-CD3 inh 4, ABHD4 inh -14, MBD2 DNA inh -4, UHRF1 MBD2 ctr -1 and PG9 Ab binder -0.8.
Screening CCC(CC)CN1CCC(CN2C(=O)C(=O)NC[C@@H]2[C@@H](C)CC)CC1 returned PRMT1 inh 2, rCAG RNA binder -2, HTRA1 inh 5, LEDGF integ inh 2, Rev-erbA mod -9, TCR-CD3 inh -6, ABHD4 inh 0, MBD2 DNA inh 6, UHRF1 MBD2 ctr 3 and PG9 Ab binder -1.3.
COc1ccccc1N1CCN(C(c2cccs2)C(C)NC(=O)c2ccco2)CC1 (stereo not given) was read as PRMT1 inh 0, rCAG RNA binder -9, HTRA1 inh -6, LEDGF integ inh 0, Rev-erbA mod 1, TCR-CD3 inh -5, ABHD4 inh -2, MBD2 DNA inh -1, UHRF1 MBD2 ctr 3 and PG9 Ab binder -1.3.
For CC(C)(C)C1CCC(OC(=O)c2ccncc2)CC1 (stereo not given) the results were PRMT1 inh 0, rCAG RNA binder -1, HTRA1 inh 4, LEDGF integ inh 0, Rev-erbA mod 0, TCR-CD3 inh -3, ABHD4 inh 3, MBD2 DNA inh -1, UHRF1 MBD2 ctr 1 and PG9 Ab binder -1.1.
Screening O=C(Nc1cc(C(F)(F)F)ccc1N1CCOCC1)c1cccc(F)c1 returned PRMT1 inh -1, rCAG RNA binder -2, HTRA1 inh 2, LEDGF integ inh 2, Rev-erbA mod -4, TCR-CD3 inh -6, ABHD4 inh 1, MBD2 DNA inh 3, UHRF1 MBD2 ctr -1 and PG9 Ab binder -0.3.

Looked up by compound from above, two records:
`Cc1cc(C(=O)NN=C2CCCCC2)c2ccccc2n1` gave PRMT1 inh 2, rCAG RNA binder 0, HTRA1 inh 9, LEDGF integ inh 2, Rev-erbA mod -3, TCR-CD3 inh -2, ABHD4 inh -8, MBD2 DNA inh 2, UHRF1 MBD2 ctr 6 and PG9 Ab binder 1.6.
Screening CCC(CC)CN1CCC(CN2C(=O)C(=O)NC[C@@H]2[C@@H](C)CC)CC1 returned PRMT1 inh 2, rCAG RNA binder -2, HTRA1 inh 5, LEDGF integ inh 2, Rev-erbA mod -9, TCR-CD3 inh -6, ABHD4 inh 0, MBD2 DNA inh 6, UHRF1 MBD2 ctr 3 and PG9 Ab binder -1.3.
